Abeta yeast res: compounds reversing amyloid beta toxicity in yeast; yeast expressing A-beta42, growth rescue, OD600, 48 h; response scale: 0% DMSO, 100% iron-clioquinol control; Potency, µM (titrated, usually from 46.1 µM), inactives show at the top dose growth rescue, actives largely listed as activators; 410,000 compounds, 0.063% hits; also: potency is read from the fitted curve at half-maximal effect; nearly all actives have a fitted effect of over 55% in size
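Yeast A-beta toxicity model in growth medium with pinned compounds, 48 h at 30 C; growth read as absorbance at 600 nm. Normalized to FeCl3/clioquinol equimolar mix (positive) and DMSO (negative).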
GLP1R inv ag: inverse agonists of human GLP-1 receptor. HEK293 GLP-1R CRE-luciferase, luminescence, 24 h; GLP-1R form is constitutively active. 410,000 compounds, 1.6% hits. P43220. Potency, µM (top dose mostly 38.3 µM), for inactives: top-dose activity change, negative = inhibition, actives largely listed as inhibitors. AID 624417; also: potency is read from the fitted curve at half-maximal effect; % is scaled to controls: 0 for no effect and ±100 for the full control effect; nearly all actives have a fitted effect of over 55% in size
Target sequence (P43220 whole entry, looked up): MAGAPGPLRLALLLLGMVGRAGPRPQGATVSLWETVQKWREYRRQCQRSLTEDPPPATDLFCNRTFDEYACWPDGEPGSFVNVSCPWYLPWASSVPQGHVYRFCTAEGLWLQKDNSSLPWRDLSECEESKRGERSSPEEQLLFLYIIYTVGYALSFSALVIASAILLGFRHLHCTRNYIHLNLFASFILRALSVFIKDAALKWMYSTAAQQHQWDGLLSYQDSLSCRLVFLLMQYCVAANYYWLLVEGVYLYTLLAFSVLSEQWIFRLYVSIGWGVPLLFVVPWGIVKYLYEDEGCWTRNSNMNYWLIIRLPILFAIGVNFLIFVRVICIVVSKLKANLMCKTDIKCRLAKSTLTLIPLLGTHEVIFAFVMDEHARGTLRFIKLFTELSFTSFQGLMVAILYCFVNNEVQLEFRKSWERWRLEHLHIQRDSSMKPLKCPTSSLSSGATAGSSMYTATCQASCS
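Assay principle: reduced luminescence from a cAMP-responsive reporter in HEK293 cells co-expressing a constitutively active GLP-1R. Conditions: 24 hr compound incubation, 37 deg C, 5% CO2.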
aSyn rescue: rescues yeast growth from alpha-synuclein toxicity | AID 652106 | Potency, µM (highest dose often 46.1 µM), inactives show at the highest dose growth rescue (activation), actives largely listed as activators | 370,000 compounds, 0.14% hits | Yeast expressing alpha-synuclein, growth rescue, BacTiter-Glo, 24 h; also: potency is read from the fitted curve at half-maximal effect; % of control where 0% means no effect; nearly all actives have a fitted effect of over 65% in size
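Galactose-induced alpha-syn yeast (OD600=0.02, raffinose-pregrown) + pinned cpd, 24 hr, 30 deg C; growth by BacTiter-Glo luminescence. Growth restoration scores as activation.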
DRD3 antagonist: D3 dopamine receptor (human) antagonism; D3R cells, DiscoveRx beta-arrestin luminescence, antagonist mode; stronger effect = lower value; P35462; AID 652054; 360,000 compounds, 2.5% hits; max response, negative = inhibition, %; in the data active = max response below about -50%; inconclusive = no clear call, values can overlap the other calls; also: % is scaled to controls: 0 for no effect and ±100 for the full control effect; mostly tested at two doses, the higher about 12 µM
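Cells plated overnight at 1500 cells/well, then exposed to library compounds with dopamine controls for 90 minutes at 37 degrees C. DiscoveRx reagent added for 30–60 minutes at room temperature; luminescence read, quantitative HTS format.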
FUS suppressor: FUS proteinopathy suppression in yeast | Potency, µM (top dose mostly 76.6 µM), for inactives: at the top dose growth rescue (activation), actives largely listed as activators | S. cerevisiae FUS-expressing, growth rescue, OD600, 24 h | 390,000 compounds, 0.24% hits | AID 1347120;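 also: potency is read from the fitted curve at half-maximal effect; plate controls were DMSO vehicle for no effect and reference control for full effect; nearly all actives have a fitted effect of over 55% in size; some results filed as inactive show a strong effect at the top dose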
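Galactose (2%) drives FUS expression in yeast precultured in raffinose; seeding density OD 0.005. Test compounds incubated 24hr at 30C and 99% humidity before absorbance at 600 nm was measured.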
PTHR1 agonist: PTHR1 (human) receptor agonism. Q03431. HEK293 GP2 PTHR1 cells, GloSensor cAMP luminescence, 1 h. Potency, µM (doses to about 115 µM), for inactives: at the highest dose activation, hits mostly activators. 410,000 compounds, 0.075% hits. AID 743266; also: potency is read from the fitted curve at half-maximal effect; nearly all actives have a fitted effect of over 55% in size; some results filed as inactive show a strong effect at the top dose; inactives centre near -15; many of its hits are not listed in these tables
Target sequence (Q03431 whole entry, looked up): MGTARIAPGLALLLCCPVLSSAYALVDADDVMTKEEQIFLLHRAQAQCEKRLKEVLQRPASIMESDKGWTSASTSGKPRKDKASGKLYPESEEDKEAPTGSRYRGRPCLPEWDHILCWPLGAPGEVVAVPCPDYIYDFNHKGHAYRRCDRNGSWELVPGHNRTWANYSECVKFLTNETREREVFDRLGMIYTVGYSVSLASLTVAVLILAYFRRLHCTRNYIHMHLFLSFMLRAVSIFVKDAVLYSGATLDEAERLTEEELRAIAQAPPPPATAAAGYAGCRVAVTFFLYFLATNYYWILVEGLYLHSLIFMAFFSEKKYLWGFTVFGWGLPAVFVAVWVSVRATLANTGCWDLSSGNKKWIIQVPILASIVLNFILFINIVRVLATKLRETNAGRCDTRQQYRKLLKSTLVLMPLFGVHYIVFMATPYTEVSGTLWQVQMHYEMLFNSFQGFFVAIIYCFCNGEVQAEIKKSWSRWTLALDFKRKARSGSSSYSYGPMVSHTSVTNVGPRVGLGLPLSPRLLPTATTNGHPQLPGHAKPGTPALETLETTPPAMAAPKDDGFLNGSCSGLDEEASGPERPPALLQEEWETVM
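HEK-293-derived GP2 cells expressing PTHR1 and a GloSensor cAMP reporter, 3,000/well, plated overnight, given luciferin plus IBMX (each 0.5 mM as added) for 1 h at 37 °C, then compound for 1 h at 37 °C. Luminescence was read after 15 min at room temperature.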
pAkt inh: inhibitors of Akt phosphorylation; Neuro2A IGF-stimulated pAkt S473 HTRF, 20 min; stronger effect = lower value; activity change, % for hits at 50 µM; 360,000 compounds, 0.32% hits; AID 651550; in the data active = activity change below about -80%; inconclusive = mostly about -51% to -80%; also: % is scaled to controls: 0 for no effect and ±100 for the full control effect
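Neuro2A cells in DMEM with 0.5% FBS, overnight at 37 deg C, given compound at single 50 µM final, then IGF (6 nM final) for 20 min at 37 deg C. Lysed; phospho-Akt Ser473 by HTRF after 24 h, 665/615 ratio.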
GLP1R ag: activates the human GLP-1 receptor. 380,000 compounds, 0.007% hits. Potency, µM (top dose mostly 45.6 µM), without a hit: at the highest dose activation, usual class: activators. AID 624172. P43220. HEK293 GLP-1R CRE-luciferase, luminescence, 4-6 h; cells express a hypersensitive GLP-1R form; also: potency is read from the fitted curve at half-maximal effect; % of control where 0% means no effect
TDP-43 yeast inh: TDP-43 toxicity inhibition in yeast; TDP-43 expressing yeast growth rescue, BacTiter-Glo, 24 h; Potency, µM (series often up to 46.1 µM), for the others: at the top dose growth rescue (activation), actives largely listed as activators; AID 652104; 410,000 compounds, 1.8% hits; also: potency is read from the fitted curve at half-maximal effect; % of control where 0% means no effect; nearly all actives have a fitted effect of over 50% in size
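Cell-based yeast growth screen: TDP-43 expression induced in galactose, inoculum OD600=0.02 after raffinose pregrowth to mid-log. Read-out BacTiter-Glo luminescence at 24 hr, 30 deg C; inhibition of toxicity seen as signal increase.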
The depositor's hits bear a star; i = inactive; ? = inconclusive; . = no result given; & = joins results of further samples; [ ] = another dose, or the depositor's remark. Unless noted, calls follow the shape of the dose curve; as a rule, active = well fitted curve in the direction sought with a large enough effect; inconclusive = small, poorly fitted or top-dose-only effect, or another doubt; inactive = no such curve, though single readings can be large; an effect the other way counts as inactive or inconclusive.

Fields: DRD3 antagonist	PTHR1 agonist	GLP1R ag	GLP1R inv ag	TDP-43 yeast inh	aSyn rescue	Abeta yeast res	FUS suppressor	pAkt inh
- Brc1cccc(-c2nc3c4ccccc4ccn3c2Cc2ccsc2)c1
 : 0	-18%	-2%	?	?	0%	1%	14%	i
- C[C@]12c3[nH]c4cc(-c5ccco5)ccc4c3CCN1C(=O)[C@@H](CC(=O)NCC13CC4CC(CC(C4)C1)C3)C[C@@H]2C(=O)N1CCOCC1
 : -25	-4%	0%	-74%	39%	?	6%	?	i
- CC1(C)C2CCC1(CS(=O)(=O)N1CCCc3ccccc31)C(=O)C2 (configuration not stated)
 : 6	-9%	-4%	?	29%	0%	10%	-1%	i
- COc1ccccc1C(=O)Nc1nnc(-c2ccccc2)s1
 : -16	-37%[inhibitor]	15%	6%	-3%	-23%	-32%	12%	i
- O=C(NCc1cccnc1)C1c2ccccc2C(=O)N1C1CCCCCC1 (configuration not stated)
 : -8	-13%	-1%	13%	-29%	0%	-3%	.	i
- O=C(NCc1ccccn1)c1cc(S(=O)(=O)N2CCN(c3ccccc3)CC2)ccc1Cl
 : 21	-25%[57.5 µM]	-1%	-23%	0%	11%	1%	?	i
- O=[N+]([O-])c1ccc(S(=O)(=O)N2CCn3cccc3C2c2ccc(Br)cc2)cc1 (configuration not stated)
 : .	i	.	?	?	.	16%	24%	.
- CC(C)[C@@H](N)C(=O)N/N=C/c1ccc2ncccc2c1
 : 6	i	-14%	4%	-12%	9%	12%	22%	i
- CCCOc1cccc(C2c3c(-c4ccccc4O)n[nH]c3C(=O)N2Cc2ccco2)c1 (configuration not stated)
 : .	-28%	.	?	0%	.	14%	-5%	.
- O=C(c1cn(-c2ccccc2)nc1-c1ccncc1)N1CCCCC1
 : 17	-32%	-5%	0%	6%	5%	-7%	13%	i
- COCCOC(=O)c1[nH]c2c(c1C)C(=O)CC(c1cc(OC)ccc1OC)C2 (configuration not stated)
 : -24	-11%	1%	?	-8%	-4%	-21%	-10%	i
- CCCCOP(=O)(c1ccc(N(C)C)cc1)C(O)c1ccccc1F (configuration not stated)
 : -1	i	3%	-2%	-6%	1%	23%	42%	i
- CC(CNC(=O)c1nnc(Cc2ccc(F)cc2)o1)c1ccccc1 (configuration not stated)
 : .	i	.	?	?	.	1%	6%	.
- Cc1cccc(NC(=O)Nc2cc(C)cc(C)n2)c1
 : 9	-9%	4%	13%	12%	1%	0%	-27%	i
- Cc1ccc2c(=O)cc(C(=O)Nc3c(C(=O)Nc4cccc(Cl)c4)oc4ccccc34)oc2c1
 : .	i	.	16%	14%	.	6%	-14%	.

(listing goes on)
Fields: DRD3 antagonist	PTHR1 agonist	GLP1R ag	GLP1R inv ag	TDP-43 yeast inh	aSyn rescue	Abeta yeast res	FUS suppressor	pAkt inh
- COc1cccc(NC(=S)N(CCN(C)C)C(C)c2ccncc2)c1 (configuration not stated)
 : 7	i	14%	2%	12%	-5%	-6%	-18%	i
- Cc1ccc(-n2cc(CNC(C)c3cnn(C)c3C)c(-c3ccc(F)cc3)n2)cc1 (configuration not stated)
 : 6	i	17%	?	19%	3%	-8%	16%	i
- NS(=O)(=O)c1ccc(CCNC(=O)CCCn2c(SCC(=O)N3CCCC3)nc3ccsc3c2=O)cc1
 : -11	22µM*	9%	2%	0%[1.82 µM]	-2%	-5%	6%	i
- CCCCc1nnc(SCC(=O)NC2CCCCC2)n1C
 : -5	8%	4%	6%	-18%	-2%	-7%	19%	i
- Cc1ccccc1OCCn1cc(C(=O)C2CCCCC2)c2ccccc21
 : .	i	.	18%	4%	.	-18%	5%	.
- O=C(O)c1ccc(-c2ccccc2C(F)(F)F)o1
 : 24	i	-3%	-4%	?	1%	-22%	8%	i
- COc1ccc(NC(=O)c2cnc(SC)nc2C)c(OC)c1
 : -10	-12%	6%	8%	-23%	3%	-5%	46%	i
- C[C@H](NC(=O)c1nc[nH]c1C(=O)NCCCCCN)C(=O)OCc1ccccc1
 : 5	i	-1%	9%	3%	-8%	-8%	-12%	i
- CCc1ccc(C(O)c2ncc(-c3cccc(C)c3)[nH]2)cc1 (configuration not stated)
 : 0	-9%	20%	-19%	0%	-5%	24%	-12%	i
- O=C(COc1ccccc1Cl)NCc1nc(-c2ccccc2)no1
 : -3	i	1%	19%	1%	0%	4%	-3%	i
- Cc1cc(/C=C2\C(=N)N3N=C(CC(=O)N4CCOCC4)SC3=NC2=O)c(C)n1Cc1ccccc1
 : 7	-13%	-5%	3%	11%	0%	6%	12%	i
- CCN1CCN(C(=S)Nc2cccc(Cl)c2)CC1
 : -6	-21%	0%	-16%	1%	-6%	-9%	-24%	i
- CC(C)c1ccc(-c2c(C#N)c(N)nc3c2CCCCC3)cc1
 : 16	i	3%	-1%	1%	-4%	-11%	6%	i
- O=C1C2C3C=CC(C4CC34)C2C(=O)N1c1nccs1 (configuration not stated)
 : -5	i	-2%	8%	22%	-5%	?	38%	i
- O=C(CNC(c1ccccc1)c1ccccc1)Nc1ccccc1Br
 : -20	-20%	10%	?	21%	10%	4%	10%	i

An excerpt from above, limited to GLP1R ag:
structure	GLP1R ag
COc1ccc(NC(=O)c2cnc(SC)nc2C)c(OC)c1	6%
C[C@H](NC(=O)c1nc[nH]c1C(=O)NCCCCCN)C(=O)OCc1ccccc1	-1%

(list continues)
Fields: DRD3 antagonist	PTHR1 agonist	GLP1R ag	GLP1R inv ag	TDP-43 yeast inh	aSyn rescue	Abeta yeast res	FUS suppressor	pAkt inh
- CCSc1nnc(CNc2ccc(F)cc2)n1CC1CCCO1 (configuration not stated)
 : -27	i	0%	5%	6%	8%	13%	8%	i
- CCc1nc2ccccc2n1Cc1ccc(OC)c(OC)c1
 : -7	-4%	-3%	84%[activator]	0%	-2%	-9%	6%	i
- NC(=O)CSc1nnc(-c2cc(-c3ccc(Cl)cc3)nc3ccccc23)o1
 : 14	i	1%	-11%[7.66 µM]	19%[9.22 µM]	0%	3%	-17%	i
- O=C(CSc1nc2c(c(=O)[nH]1)CN(Cc1ccc3c(c1)OCO3)CC2)Nc1cccc(Cl)c1
 : .	i	.	-14%	3%	.	-13%	-3%	.
- O=C(Nc1sc2c(c1C(=O)N1CCOCC1)CCCCC2)c1cccnc1
 : 12	i	2%	-6%	-7%	0%	-11%	-1%	i
- COc1ccc(N2CCN(c3ncnc4nc[nH]c34)CC2)cc1
 : -2	i	5%	9%	6%	-1%	-7%	-24%	i
- COc1ccc(C(=O)c2[nH]c(N)c(C(=O)NCCc3c[nH]c4ccccc34)c2-c2ccccc2Br)cc1
 : 10	-25%	-3%	0%	28%	2%	-9%	12%	i
- CCOc1ccc(C2OCCC(C)O2)cc1OC (configuration not stated)
 : 2	?	3%	10%	-17%	-11%	-13%	-13%	i
- O=C(C[n+]1cc(-c2ccc(Cl)cc2)n2c1CCCCC2)c1ccccc1
 : -63*	17%	7%	-10%	-27%	-5%	-14%	7%	i
- CN(C)CCNc1ncnc2c1sc1nc(N3CCCC3)c3c(c12)CC(C)(C)OC3
 : -3	-5%	?	16%	3%	-5%	-18%	-1%	i
- O=C1CCC(C(=O)N2CCN(c3cnccn3)CC2)CN1CCc1ccc(Cl)cc1 (configuration not stated)
 : 8	i	8%	8%	10%	5%	7%	.	i
- COc1ccc(NC(=O)C[C@H]2C(=O)N(Cc3ccccc3)C[C@@H]2CSC)cc1
 : -4	i	-2%	?	30%	2%	4%	13%	i
- Cc1cc2c(cc1C)CSC(c1ccccc1O)SC2
 : 8	i	-8%	-41%	22%	5%	30%	17%	i
- CCCCNc1c(-c2ccc(OC)c(SC(C)CC)c2)nc2ccc(C)cn12 (configuration not stated)
 : -14&0	-43%&-83%[inhibitor]	-13%&-22%	?	48%&3%	-49%&-21%[inhibitor]	-24%&-24%	?	i
- Cc1cccc(NC(=S)NNC(=O)CCn2nc(C)c([N+](=O)[O-])c2C)c1
 : -17	i	1%	1%	6%	-10%	15%	70%	i

Next part:
Fields: DRD3 antagonist	PTHR1 agonist	GLP1R ag	GLP1R inv ag	TDP-43 yeast inh	aSyn rescue	Abeta yeast res	FUS suppressor	pAkt inh
- C[C@@H]1COC(=O)[C@@H](Cc2ccc(F)cc2)C/C=C\C[C@@H](CC(=O)NCCO)C(=O)N1
 : 9	-44%[inhibitor]	1%	4%	11%	-14%	-13%	-4%	i
- CCN(CC)S(=O)(=O)c1cccc(C(=O)NCC2CCCO2)c1 (configuration not stated)
 : 17	i	-4%	6%	-22%	0%	8%	0%	i
- O=C(CNC(=O)c1nc[nH]c1C(=O)N1CCc2ccccc2C1)OCc1ccccc1
 : 54	-81%[inhibitor]	-2%	-27%	16%	6%	3%	23%	i
- COc1cc2c(cc1OC)[C@H](Cc1ccc(O)cc1)NCC2
 : -62*	-67%[inhibitor]	3%	41%[activator]	-19%	-4%	-9%	25%	i
- CSCC[C@H](NS(=O)(=O)c1ccc(C)cc1)C(=O)N1CCC(C(=O)N[C@@H](Cc2ccc(O)cc2)C(=O)O)CC1
 : -1	-22%	-4%	9%	14%	-2%	-8%	2%	i
- CC(C)CCNC(=O)CSc1c2c(nc3ccc(Cl)cc13)CCCC2
 : .	-79%[inhibitor]	.	-4%	?	.	1%	8%	.
- Cn1cc(C(=O)N/N=C/c2cccs2)c2ccccc21
 : -9	-25%	11%	?	-1%	2%	19%	25%	i
- O=C(COC(=O)c1cccnc1Cl)Nc1cc(S(=O)(=O)N2CCOCC2)ccc1Cl
 : -15	i	3%	12%	9%	-1%	-1%	15%	i
- CCCCN1C(=O)C(=O)NC[C@@H]1CC1CCCCC1
 : 15	-24%	-3%	?	3%	0%	-18%	-1%	i
- O=C(Cn1nnc2ccccc21)N1CCCCC1
 : -1	-4%	-8%	1%	4%	0%	18%	4%	i

The list is partial; count on the stated rates, not on these rows.
